From PubChem BioAssay
SSB-PriA inh: inhibitors of Klebsiella pneumoniae PriA binding to SSB C-terminal tail, primary screen, biochemical, AlphaScreen | AlphaScreen SSBct-PriA binding, biotinylated peptide | hit rate 0.6% among 430,000 | PriA–SSB C-terminal tail interaction (Klebsiella pneumoniae) | inhibition, % at 33 µM; in the data active means inhibition mostly above about 37%, no sharp cut-off; inactive means mostly below about 20%;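 further: plate controls were negative control peptide for no effect and reference peptide for full effect; strong numbers were not always called active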
BH1578 lux ind: inducers of Vibrio cholerae quorum light production without autoinducers, primary screen, BH1578 luxS cqsA deficient, single point; V. cholerae BH1578 lux reporter, luminescence, 6 h; activation, % at 18.7 µM; hit rate 0.16% among 350,000; in the data active means activation mostly above about 9.7%, no sharp cut-off; further: not every result past the cut was called active; inactives centre near 0; reference of the scale not given here
Rv3671c protease: Rv3671c serine protease inhibitors, primary screen, biochemical, fluorescence polarization, M. tuberculosis H37Rv; P9WHR9; inhibition, % at 5.96 µM; hit rate 0.048% among 320,000; AID 2606, 2010; in the data active means inhibition above about 38%;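 further: extracellular domain of Rv3671c used as enzyme; 0% = enzyme with DMSO and 100% = no enzyme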
BioA inh: M. tuberculosis BioA enzyme inhibitors, primary screen, biochemical, plate reader, single point, HTS; AID 602481, 2012; hit rate 0.096% among 360,000; purified M. tuberculosis BioA enzyme; inhibition, % at 9.99 µM; 7,8-diaminopelargonic acid synthase BioA (Mycobacterium tuberculosis); in the data active means inhibition above about 40%
MazF activator: activators of E. coli MazEF toxin-antitoxin RNase, primary screen, biochemical, fluorescence, uHTS; AID 504720, 2011; activation, % at 20 µM; hit rate 0.32% among 350,000; FAM/BHQ RNA-DNA oligo cleavage fluorescence, 5 h; in the data active means activation above about 50%
Target sequence (P0AE70 whole entry, looked up): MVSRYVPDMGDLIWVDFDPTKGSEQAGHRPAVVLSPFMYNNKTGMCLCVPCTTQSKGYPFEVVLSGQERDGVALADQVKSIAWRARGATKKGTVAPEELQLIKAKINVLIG
SARS 3CLpro inh: SARS-CoV 3CLpro protease inhibitors, primary screen, biochemical, quenched FRET. Replicase polyprotein 1ab (Severe acute respiratory syndrome coronavirus), P0C6X7. recombinant SARS-CoV 3CLpro, quenched FRET peptide cleavage. inhibition, % at 6 µM. hit rate 0.14% among 290,000. AID 1706, 2009; in the data active means inhibition above about 12%
FBA Mtb inh: Mtb FBA enzyme inhibitors, primary screen, biochemical, fluorescence, strain H37Rv | Fructose-bisphosphate aldolase (Mycobacterium tuberculosis (strain ATCC 25618 / H37Rv)), … | purified M. tuberculosis FBA, fluorescence read-out | inhibition, % at 1 µM | hit rate 2.3% among 360,000 | AID 588726, 2011; in the data active means inhibition above about 27%;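 further: 0% = vehicle and 100% = reference inhibitor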
Target sequence (P9WQA3 whole entry, looked up): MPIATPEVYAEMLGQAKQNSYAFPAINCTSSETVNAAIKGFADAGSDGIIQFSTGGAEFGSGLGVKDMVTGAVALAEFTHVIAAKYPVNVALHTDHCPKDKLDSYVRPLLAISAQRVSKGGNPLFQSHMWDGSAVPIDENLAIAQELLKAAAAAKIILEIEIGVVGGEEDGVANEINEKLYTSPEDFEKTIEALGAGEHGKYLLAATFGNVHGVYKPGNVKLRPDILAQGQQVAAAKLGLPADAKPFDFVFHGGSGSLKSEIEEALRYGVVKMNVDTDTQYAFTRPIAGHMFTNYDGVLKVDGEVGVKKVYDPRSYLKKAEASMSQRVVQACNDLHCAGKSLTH
Mtb UGM inh: M. tuberculosis UGM enzyme inhibitors, primary screen, biochemical, fluorescence polarization, single point | UDP-galactopyranose mutase (Mycobacterium tuberculosis (strain ATCC 25618 / H37Rv)), … | purified UGM, fluorescence polarization probe displacement | inhibition, % at 10 µM | hit rate 0.06% among 320,000 | AID 504406, 2011; in the data active means inhibition above about 10%, passing the limit was not always enough
Target sequence (P9WIQ1 whole entry, looked up): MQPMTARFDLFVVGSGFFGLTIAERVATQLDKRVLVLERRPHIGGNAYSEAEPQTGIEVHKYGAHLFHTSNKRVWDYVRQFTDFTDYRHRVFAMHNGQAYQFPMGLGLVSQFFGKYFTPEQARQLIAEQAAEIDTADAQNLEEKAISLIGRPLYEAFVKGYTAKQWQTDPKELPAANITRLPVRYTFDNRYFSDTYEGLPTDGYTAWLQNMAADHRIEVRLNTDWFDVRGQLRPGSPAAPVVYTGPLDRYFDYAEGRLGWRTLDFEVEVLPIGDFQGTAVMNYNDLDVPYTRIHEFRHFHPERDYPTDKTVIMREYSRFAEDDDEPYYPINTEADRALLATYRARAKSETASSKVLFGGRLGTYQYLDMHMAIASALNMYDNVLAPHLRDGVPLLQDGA
GDH-TPI counter: GDH-TPI coupling enzyme inhibitors, primary screen, artefact control for M. tuberculosis FBA inhibitor project, biochemical, absorbance, full deck; AID 588335, 2011; hit rate 1.2% among 360,000; inhibition, % at 4.8 µM; GDH-TPI coupled enzyme counterscreen, NADH absorbance; in the data active means inhibition above about 30%;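 further: 0% = DMSO wells and 100% = wells lacking the enzyme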
DUSP3 inh: VHR1 phosphatase inhibitors, primary screen, biochemical, absorbance, uHTS | AID 1654, 2009 | inhibition, % at 13.3 µM | hit rate 0.52% among 290,000 | recombinant VHR phosphatase, pNPP absorbance; in the data active means inhibition above about 50%; further: some compounds called inactive have numbers as strong as hits
Target sequence (P51452 whole entry, looked up): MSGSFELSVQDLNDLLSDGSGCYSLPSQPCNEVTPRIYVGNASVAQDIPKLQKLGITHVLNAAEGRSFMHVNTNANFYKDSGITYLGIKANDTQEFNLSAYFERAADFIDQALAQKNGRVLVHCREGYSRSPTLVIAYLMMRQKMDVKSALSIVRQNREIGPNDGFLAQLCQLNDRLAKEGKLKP
* = called active by the depositor; i = inactive; . = no result given; ! = repeats disagree. These rows are one share of the data; the hit share may differ from the screen's.

Values run as follows: SSB-PriA inh	BH1578 lux ind	Rv3671c protease	BioA inh	MazF activator	SARS 3CLpro inh	FBA Mtb inh	Mtb UGM inh	GDH-TPI counter	DUSP3 inh
> O=C1/C(=C/c2ccc(F)cc2)SC(=S)N1CC(=O)N1CCCCC1c1cccnc1 (configuration not stated)
 : 1	-0.3	-8	-0.6	-5	2	-1	-5.5	19	2
> c1ccc(Cc2nnc3sc(-c4ccccn4)nn23)cc1
 : 0	-1.4	7	-1.6	7	1	-5	-0.7	4	11
> CC(=O)C(Cc1cnc(Cl)s1)(Cc1cnc(Cl)s1)C(C)=O
 : -4	i	-8	1.3	-3	4	-2	2.5	4	-5
> CCOC(=O)C1=C(C(F)(F)F)Nc2ncnn2C1c1ccc(OC)c(OC)c1OC (configuration not stated)
 : -13	-1.0	5	-2.7	0	4	0	1.2	2	-7
> CCS(=O)(=O)N1CCN(c2nc(-c3ccccc3)cs2)CC1
 : 0	-0.2	-1	-0.7	-9	-4	3	-0.2	-2	24
> O=C(CN(CCc1ccccc1)S(=O)(=O)c1ccc(Br)cc1)N/N=C/c1ccccc1C(=O)O
 : .	-0.3	-11	.	-1	4	6	-0.7	-2	15
> COc1ccc(CCNC(=O)Cc2cccc(C(F)(F)F)c2)cc1OC
 : -9	-0.1	-13	0.2	2	5	-2	2.2	0	25
> O=C(CCCN1C(=O)/C(=C/c2ccc3c(c2)OCO3)SC1=S)Nc1cccc(C(=O)O)c1
 : -16	-2.5	-5	1.7	-14	6	-14	-2.4	7	10
> O=C(Nc1ccccn1)c1ccc(CN(c2ccccc2)S(=O)(=O)c2ccccc2)cc1
 : -16	-0.4	-27	9.7	-3	1	-3	-0.1	2	20
> CCOCCCn1c(SC(C(=O)Nc2cc(C)ccc2C)c2ccccc2)nnc1-c1ccc(Cl)cc1 (configuration not stated)
 : -4	-0.1	-22	.	-8	3	-2	-0.7	1	7
> CCC(=NC1CC1)c1c(O)n(-c2ccc(OC)cc2)c(=O)[nH]c1=O
 : -32	i	-5	.	-4	-1	0	0.6	5	10
> CC(=O)CC1(O)C(=O)N(Cc2ccccc2)c2ccccc21 (configuration not stated)
 : -19	i	0	-0.9	8	-5	3	1.4	-8	27
> O=C1CCC/C1=C/Nc1cccc(F)c1
 : 2	-0.3	4	.	-3	4	-1	2.7	35*	17
> Cc1ccc(Cl)cc1N1CCN(C(=O)COc2ccc(S(=O)(=O)NC(C)C)cc2)CC1
 : -1	-0.1	4	-1.4	-3	6	1	-1.5	7	17
> CCN1C(=O)c2ccc(C(=O)NCc3ccccc3)cc2C1=O
 : -10	-0.3	-4	0.3	3	-2	4	3.5	0	6
> Cc1c(Cl)cccc1NC(=S)N(Cc1cccnc1)Cc1ccccc1Cl
 : -2	1.6	-11	.	2	-2	1	1.6	-1	22
> COc1c(F)c(F)c(C(=O)O)c(Nc2cc(C)cc(C)c2)c1F
 : -16	-0.2	0	-2.6	-7	3	2	2.0	11	32
> CCCc1c(C(=O)N/N=C(\C)c2ccc(CC(C)C)cc2)nnn1-c1nonc1N
 : .	i	.	-0.2	0	.	9	.	4	.
> CC1CCN(C(=O)CSc2nncn2C)CC1
 : -11	.	1	-0.8	-3	-3	-3	-0.4	-6	38
> CN1CCN(c2nc3ccccc3o2)CC1
 : -3	-0.2	-4	-1.5	9	3	0	1.1	4	1
> CCCc1cc(C(=O)NC2CCCCC2)no1
 : -8	-1.1	-6	-1.3	17	1	-3	0.0	-5	-27
> c1ccc(CN2CCN(c3ncccn3)CC2)cc1
 : -7	i	0	-1.5	5	-2	1	-1.3	-4	11
> COCCCn1c(SCC(=O)NCc2ccccc2)nc2ccccc2c1=O
 : -3	-7.1	0	0.4	-5	-4	-6	2.3	-11	9
> CC(OC(=O)c1ccc(NC(N)=O)cc1)C(=O)Nc1ccc2c(c1)OCCO2 (configuration not stated)
 : -3	11	-9	1.2	7	.	-2	-0.1	-3	.
> Nn1c(COc2ccccc2F)nnc1SCC(=O)NC1CCCCC1
 : -3	i	2	1.1	5	.	0	0.1	5	.
> COc1cccc(C2C(C(=O)c3ccc(C)o3)=C(O)C(=O)N2CCN2CCOCC2)c1OC (configuration not stated)
 : -7	4.3	-7	-0.8	-3	4	2	-2.3	10	6
> CC1=NN(c2ccc(C)cc2C)C(=O)C1C(c1ccccc1O)C1C(=O)N(c2ccc(C)cc2C)N=C1C (configuration not stated)
 : 13	-0.2	-165	-1.0	-5	-1	-2	3.5	10	3
> COc1ccccc1NC(=O)CSc1ccc(-c2ccccn2)nn1
 : 89*!	-0.2	2	0.9	10	1	-2	-3.5	0	-4
> CC(=O)c1ccc(OCC(=O)Nc2ccc3c(c2)OCO3)cc1
 : .	-0.4	.	1.6	-2	.	-1	.	3	.
> Cc1ccc(S(=O)(=O)NCCC(=O)NCC(c2ccco2)N2CCCCC2)cc1C (configuration not stated)
 : -1	i	3	-0.3	1	.	1	-0.4	4	.
> COc1ccc(C(C(=O)NC2CCCC2)N(C(=O)c2snc(-c3ccc(F)cc3)c2N)c2ccc(OC)cc2)cc1 (configuration not stated)
 : 2	6.2	2	0.1	-3	2	-2	1.8	4	21
> CC(C)(C)n1nnc(CCc2nnn(C(C)(C)C)n2)n1
 : -11	i	-9	-1.8	-3	1	3	0.9	3	-6
> CCN(CC)S(=O)(=O)c1ccc(N2CCOCC2)c(NC(=O)C2CCCC2)c1
 : 1	0.8	2	-0.6	9	-3	-3	2.7	8	32
> COc1ccc(N(CC(=O)NCCSCc2ccccc2C)S(=O)(=O)c2ccccc2)cc1
 : -8	i	-11	-1.3	-13	4	1	1.3	10	2
> O=C(OCC(=O)N1CCCc2ccccc21)c1cccc(S(=O)(=O)N2CCOCC2)c1
 : -17	-0.1	-5	.	4	.	2	6.1	-19	.
> COCCNC(=O)c1onc(CSc2ccc(C(C)C)cc2)c1C(=O)O
 : -5	0.6	8	-5.2	-13	-2	7	1.7	2	29
> Cc1ccc(S(=O)(=O)c2nc(-c3ccccc3Cl)oc2N(C)C2CCN(C)CC2)cc1
 : 2	-0.6	-4	-0.6	12	.	-1	-1.0	9	.
> O=S(=O)(Nc1cccc(CCc2ccccn2)c1)c1ccc2ccccc2c1
 : -14	-0.9	.	-15	-15	6	3	.	3	8
> CC1=C(C(=O)Nc2ccccc2)C(c2ccc(Cl)cc2)n2c(s/c(=C/c3cccc(OCC(=O)O)c3)c2=O)=N1 (configuration not stated)
 : .	0.3	-16	.	-15	5	-2	2.4	13	-8
> COCCNS(=O)(=O)c1ccc(C2CNC(=O)C2)cc1 (configuration not stated)
 : -7	-0.2	-4	-0.8	9	1	-1	2.1	9	-8
> CCCCn1c(N)c(N(CCOC)C(=O)C2CCN(S(=O)(=O)c3ccccc3)CC2)c(=O)[nH]c1=O
 : -13	-0.3	10	-0.6	-5	.	1	-0.3	-6	.
> Cc1ccc(S(=O)(=O)N2CCN(C(=O)Cc3ccccc3)CC2)cc1
 : -10	-0.7	7	-1.8	8	-6	-2	1.7	6	20
> OCC1(CCCc2ccccc2)CCN(C2CCC2)CC1
 : -10	-0.6	-2	-4.0	5	6	0	-0.9	6	34
> COCc1ccc(C(=O)NC2CC(C)(C)Cc3c2cnn3-c2ccc(OC)cc2)o1 (configuration not stated)
 : -2	-0.5	-5	3.6	3	1	1	-4.8	9	6
> N#Cc1ccc(NCC(=O)Nc2ccc(S(=O)(=O)N3CCCCC3)cc2)cc1
 : -17	i	-16	0.3	-1	.	-3	-0.1	4	.
> O=C1CCN(Cc2ccccc2)S(=O)(=O)c2c(F)cc(F)cc21
 : -11	-1.0	-1	0.6	1	.	0	-0.9	4	.
> CC(C)(C)N=Cc1cc(-c2ccccc2)sc1O
 : 3	i	-4	-2.0	11	8	-1	2.6	0	-21
> CC(C)(C)OC(=O)N[C@@H](Cc1ccccc1)c1nnc(SCC(=O)O)o1
 : -9	-0.4	6	-0.7	4	1	-2	0.2	-5	0
> C=CCn1c(-c2ccccc2)nc(=S)c2c1CCCC2
 : -12	-0.3	-3	4.3	13	1	4	-3.8	-5	-18
> COCCN(C(=S)Nc1cccc(Cl)c1C)C(C)c1ccco1 (configuration not stated)
 : -4	i	-5	2.4	10	0	-1	-2.0	1	19
> CCOC(=O)CCCn1ccc2cc(S(=O)(=O)N3CCCC3)ccc21
 : -5	-0.1	-7	1.1	-3	-2	2	1.5	2	-2
> Cc1cc2c(ncn2Cc2ccccc2)c(N)c1C
 : -5	i	-1	.	7	-4	2	-1.4	-3	17
> Cc1ccc(-c2cc(C(=O)N3CC(C)CC(C)C3)c3ccccc3n2)o1 (configuration not stated)
 : 0	-0.2	5	-0.6	8	0	24	-1.1	3	15
> COc1cc(C(=O)Nc2nnc(S(=O)(=O)N3CCCCCC3)s2)cc(OC)c1OC
 : 1	-0.6	-5	1.7	-9	4	1	0.3	29	-37
> CC(=O)N1CCOc2ccc(S(=O)(=O)NCc3ccc(F)cc3)cc21
 : -10	i	8	0.4	5	-5	9	1.0	5	-17
> Cc1ccc2occ(/C=N/NC(=O)c3ccc(Cl)cc3)c(=O)c2c1
 : .	i	-10	0.9	-9	-7	3	-1.0	-4	32
> COCCn1cnc2c1c(=O)n(Cc1cc(C(C)=O)ccc1OC)c(=O)n2Cc1ccccc1
 : 5	-0.2	1	7.8	6	8	1	1.6	-11	-8
> Cc1ccc(N(C(=O)C2CCCC2)C2C=CS(=O)(=O)C2)cc1C (configuration not stated)
 : -4	i	2	0.9	-1	3	3	2.9	-1	-5
> O=C(c1cccn2c(=O)c3ccccc3nc12)N1CCN(c2ccccn2)CC1
 : -20	-0.2	2	.	-6	-1	2	-3.1	5	3
> Cn1ccnc1P(=S)(c1nccn1C)N1CCOCC1
 : -11	-1.9	3	-1.7	-6	4	-1	1.2	2	17

Brought forward from above: 2 entries; new compounds follow.
Values run as follows: SSB-PriA inh	BH1578 lux ind	Rv3671c protease	BioA inh	MazF activator	SARS 3CLpro inh	FBA Mtb inh	Mtb UGM inh	GDH-TPI counter	DUSP3 inh
> O=C(c1cccn2c(=O)c3ccccc3nc12)N1CCN(c2ccccn2)CC1
 : -20	-0.2	2	.	-6	-1	2	-3.1	5	3
> Cn1ccnc1P(=S)(c1nccn1C)N1CCOCC1
 : -11	-1.9	3	-1.7	-6	4	-1	1.2	2	17
> Cc1nc(NC(=S)NC(=O)COc2ccc(Cl)cc2)ccc1Br
 : 0	-1.5	6	-2.2	6	0	2	-0.6	1	37
> CSc1ncnc2c1ncn2CCCNCc1ccc(C)o1
 : .	1.0	.	-1.6	2	.	5	.	7	.
> COc1ccccc1CNC(=O)CCC(=O)Nc1nnc(C(C)C)s1
 : -2	-0.7	-10	.	-2	1	-4	1.0	5	30
> Cc1ccc(CNC(=O)C(c2ccccc2)c2ccccc2)cc1
 : -15	-16	-8	-1.0	7	1	-7	-2.2	-3	7
> CCOC(=O)N1CCC(NC(=O)c2ccc3c(Cl)c4c(nc3c2)CCCC4)CC1
 : 6	-0.6	-4	-0.5	-6	0	-1	3.6	9	11
> Cc1cc(C(=O)N/N=C/c2cccc(Cl)c2Cl)no1
 : .	7.7	-2	0.9	4	4	-2	-0.5	5	4
> O=C(C/C=N\OCc1ccc([N+](=O)[O-])cc1)Nc1ccc(Br)cc1
 : .	0.4	1	.	3	-1	-7	-1.2	-1	-2
> O=C(Cn1cnc2ccccc21)NC(c1ccccc1)c1ccccc1
 : 8	1.0	-14	-0.7	3	6	0	1.6	8	36
